Screening results as filed in PubChem BioAssay.
POLI inh – DNA polymerase iota (human) inhibition. Q9UNA4. Pol iota fluorescent replication assay, 10 min. Potency, µM (doses to about 115 µM), inactives show top-dose activity, negative = inhibition, most hits filed as inhibitors. actives 1% (n = 390,000). AID 588590; also: potency is read from the fitted curve at half-maximal effect
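Fluorescent replication assay read twice, at 0 min and 10 min after adding 50 nM (final) substrate. Enzyme (10 nM) and compounds were first incubated 15 min at room temperature; enzyme-free buffer wells were negative controls.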
Pol kappa inh – DNA polymerase kappa (human) inhibition | Q9UBT6 | purified Pol kappa, fluorescent DNA synthesis assay, 10 min | Potency, µM (doses to about 107 µM), for the others: top-dose activity, negative = inhibition, usual class: inhibitors | actives 0.53% (n = 400,000) | AID 588579; also: potency is read from the fitted curve at half-maximal effect; % is scaled to controls: 0 for no effect and ±100 for the full control effect
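10 nM Pol kappa preincubated 15 min at room temperature with compounds, then reaction started with substrate at 50 nM final. Fluorescence read kinetically at 0 and 10 min; buffer-only wells served as negative control.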
POLH inh – DNA polymerase eta (human) inhibition. Q9Y253. Potency, µM (highest dose often 114 µM), without a hit: at the top dose activity change, negative = inhibition, usual class: inhibitors. actives 1.2% (n = 390,000). AID 588591. recombinant Pol eta, fluorescent DNA replication assay; also: potency is read from the fitted curve at half-maximal effect; % is scaled to controls: 0 for no effect and ±100 for the full control effect
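Pol eta (10 nM) was preincubated with compounds for 15 min at room temperature, after which fluorescent replication substrate (50 nM final) was added to start the reaction. Fluorescence was read kinetically at 0 and 10 min.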
APEX1 inh – inhibitors of human APE1 endonuclease. recombinant APE1, TAMRA/BHQ-2 abasic DNA cleavage fluorescence. Potency, µM (top dose mostly 65.8 µM), for inactives: top-dose activity change, negative = inhibition, actives largely listed as inhibitors. AID 2517. actives 0.35% (n = 350,000);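 also: potency is read from the fitted curve at half-maximal effect; plate controls were vehicle for no effect and reference inhibitor for full effect; nearly all actives have a fitted effect of over 55% in size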
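Activity was derived from the fluorescence gain between first and third kinetic reads (60 s intervals, ex 525/em 598 nm) after 50 nM THF-abasic TAMRA/BHQ-2 duplex was added to 0.75 nM APE1 preincubated 15 min with compound.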
Apoferritin bind – binds horse apoferritin like a general anesthetic; P02791; apoferritin/1-aminoanthracene competitive binding, fluorescence; Potency, µM (titrated, usually from 77.5 µM), for inactives: at the top dose activity change, negative = displacement, hits mostly inhibitors; actives 0.074% (n = 350,000); AID 485281; also: potency is read from the fitted curve at half-maximal effect; % is scaled to controls: 0 for no effect and ±100 for the full control effect; nearly all actives have a fitted effect of over 20% in size
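10 uM apoferritin + 50% sat. 1-AMA, PBS; cpd 10 min RT; Ex380/Em535 endpoint; normalized to free probe vs complex; 4-param Hill fit; propofol titration as pos. ctrl.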
BLM inh – blocks DNA unwinding by human BLM helicase | AID 2528 | Potency, µM (titrated, usually from 56.1 µM), for the others: at the highest dose activity change, negative = inhibition, actives largely listed as inhibitors | actives 0.2% (n = 350,000) | recombinant BLM DNA unwinding, fluorescence dequenching;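 also: potency is read from the fitted curve at half-maximal effect; plate controls were vehicle for no effect and no enzyme for full effect; nearly all actives have a fitted effect of over 35% in size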
Target sequence (P54132 whole entry, looked up): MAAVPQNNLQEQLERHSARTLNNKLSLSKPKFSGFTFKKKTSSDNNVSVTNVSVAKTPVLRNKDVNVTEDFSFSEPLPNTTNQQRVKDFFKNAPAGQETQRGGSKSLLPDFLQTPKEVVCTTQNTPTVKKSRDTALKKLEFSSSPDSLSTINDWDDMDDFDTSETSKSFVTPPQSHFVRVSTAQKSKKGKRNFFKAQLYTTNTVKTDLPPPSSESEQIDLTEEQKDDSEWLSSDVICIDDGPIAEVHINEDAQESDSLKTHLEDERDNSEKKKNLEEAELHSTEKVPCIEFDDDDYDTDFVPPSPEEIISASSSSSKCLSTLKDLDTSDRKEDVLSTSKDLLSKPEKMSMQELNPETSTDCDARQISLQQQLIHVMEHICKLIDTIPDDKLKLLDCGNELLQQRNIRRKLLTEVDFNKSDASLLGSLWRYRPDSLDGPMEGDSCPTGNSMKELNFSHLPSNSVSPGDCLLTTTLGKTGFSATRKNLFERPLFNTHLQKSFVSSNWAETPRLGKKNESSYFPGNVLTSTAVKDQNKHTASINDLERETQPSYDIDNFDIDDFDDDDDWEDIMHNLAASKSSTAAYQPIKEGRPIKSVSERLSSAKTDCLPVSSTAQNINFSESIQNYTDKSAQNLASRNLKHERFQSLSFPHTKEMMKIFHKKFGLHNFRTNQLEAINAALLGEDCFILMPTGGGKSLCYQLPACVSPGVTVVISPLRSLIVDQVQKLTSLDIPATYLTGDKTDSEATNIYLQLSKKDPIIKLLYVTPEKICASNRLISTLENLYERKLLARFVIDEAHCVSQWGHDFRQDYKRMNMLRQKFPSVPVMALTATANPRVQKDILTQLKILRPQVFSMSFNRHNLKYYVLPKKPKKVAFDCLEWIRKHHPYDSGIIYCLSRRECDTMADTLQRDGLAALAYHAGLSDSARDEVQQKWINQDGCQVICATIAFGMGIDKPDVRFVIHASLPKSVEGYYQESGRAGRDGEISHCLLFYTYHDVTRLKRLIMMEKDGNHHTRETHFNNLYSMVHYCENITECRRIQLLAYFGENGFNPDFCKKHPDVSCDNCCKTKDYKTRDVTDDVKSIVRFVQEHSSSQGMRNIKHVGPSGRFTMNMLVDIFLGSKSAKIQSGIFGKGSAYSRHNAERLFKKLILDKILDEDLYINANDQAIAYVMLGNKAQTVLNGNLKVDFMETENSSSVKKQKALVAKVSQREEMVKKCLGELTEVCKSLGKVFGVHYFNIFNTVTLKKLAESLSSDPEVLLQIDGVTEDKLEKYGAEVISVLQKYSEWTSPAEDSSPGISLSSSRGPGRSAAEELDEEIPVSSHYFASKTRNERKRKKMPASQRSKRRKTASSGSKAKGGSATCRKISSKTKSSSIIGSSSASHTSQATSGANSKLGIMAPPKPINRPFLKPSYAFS
Tb PGK inh – blocks T. brucei phosphoglycerate kinase. PGK/GAPDH coupled, Kinase-Glo luminescence, 60 min. Potency, µM (titrated, usually from 57.5 µM), inactives show top-dose activity change, negative = inhibition, actives largely listed as inhibitors. actives 0.043% (n = 380,000). AID 602233; also: potency is read from the fitted curve at half-maximal effect; % is scaled to controls: 0 for no effect and ±100 for the full control effect; nearly all actives have a fitted effect of over 60% in size
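Recombinant glycosomal PGK reaction used 1,3-bisphosphoglycerate generated in-well by GAPDH (100nM final) in 100mM TEA pH 7.6, 5mM MgCl2, 0.01% Tween-20. After 60 minutes at room temperature, ATP was read by Kinase-Glo Plus luminescence end-point.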
POLB inh – inhibitors of human DNA polymerase beta; P06746; Pol beta primer extension/strand displacement, fluorescence kinetic; Potency, µM (doses to about 114 µM), for inactives: at the highest dose activity change, negative = inhibition, actives largely listed as inhibitors; actives 1.3% (n = 340,000); AID 485314; also: potency is read from the fitted curve at half-maximal effect; % is scaled to controls: 0 for no effect and ±100 for the full control effect
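Homogeneous kinetic assay of primer extension and strand displacement by 10 nM Pol beta, preincubated 15 min at room temperature with compound before 50 nM substrate (final) was added. Read at 0 and 10 min; four-parameter Hill fit.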
RXFP1 antagonist – blocks the human relaxin receptor RXFP1; Q9HBX9; HEK293-RXFP1, relaxin-stimulated cAMP HTRF, 30 min; stronger effect = lower value; activity change, negative = inhibition, % at 57.5 µM; actives 0.59% (n = 350,000); AID 1259400;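 active = activity change of -60% or lower, but not beyond a set lower limit; inconclusive = change between -60% and -40%, or beyond the set limit; inactive = change above -40%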; also: % is scaled to controls: 0 for no effect and ±100 for the full control effect
* marks the source's active call; other numbers are inactive results; i = inactive; ? = inconclusive; · = no result given; [ ] = dose if it differs, or a comment. Unless noted, calls follow the shape of the dose curve; as a rule, active = well fitted curve in the direction sought with a large enough effect; inconclusive = small, poorly fitted or top-dose-only effect, or another doubt; inactive = no such curve, though single readings can be large; an effect the other way counts as inactive or inconclusive. Only part of the results is shown; the hit share may differ from the screen's.

Value order: Pol kappa inh	POLB inh	BLM inh	POLH inh	POLI inh	Apoferritin bind	Tb PGK inh	APEX1 inh	RXFP1 antagonist
- CC(C)C[C@H](NC(=O)[C@H](CO)NC(=O)CNC(=O)[C@H](CCCCN)NC(=O)[C@H](CCCN=C(N)N)NC(=O)[C@H](C)NC(=O)[C@H](Cc1ccccc1)NC(=O)[C@@H](N)CCCN=C(N)N)C(=O)N[C@@H](CCCN=C(N)N)C(=O)N[C@@H](CCC(N)=O)C(=O)N[C@@H](CCCCN)C(=O)N[C@@H](CC(N)=O)C(=O)N[C@H](C(=O)O)C(C)C
 : 10%[60.1 µM]	·	27%	·	·	-7%	·	2%	·
- Cc1ccc(C)c(N2CCN(C(=O)c3ccc4nc(N5CCOCC5)sc4c3)CC2)c1
 : -18%	0%	-5%	-6%	-1%	-7%	5%	-20%	?
- Cc1nc2cc3c(cc2s1)OCO3
 : -15%	23%	-1%	4%	145%[activator]	-5%	-2%	6%	10
- C#CCOCCOCCOCCNc1nc(N2CCN(C(=O)[C@H](CCCCN)n3cc([C@@H](N)CO)nn3)CC2)nc(N2CCN(C(=O)[C@H](Cc3cc4ccccc4[nH]3)n3cc([C@@H](N)CO)nn3)CC2)n1
 : ·	2%	46%[activator]	·	·	-2%	·	6%	·
- Cc1cc(N(C)Cc2ccccc2)n2nc(-c3ccc(C(C)(C)C)cc3)nc2n1
 : -8%	31%	-14%	?	-7%	3%	0%	·	·
- CCOc1ccc(NC(=O)c2c(NCc3cc(OC)c(OC)cc3OC)sc3c2CCCC3)cc1
 : -13%[60.1 µM]	1%	-11%	-13%	13%	-4%	0%	·	6
- O=C(COC(=O)Cc1cccs1)Nc1ccc(OC(F)(F)F)cc1
 : -14%	·	·	-2%	9%	·	-5%	-8%	-18
- O=C(Nc1ccc(F)cc1)C1CC(=O)n2cnnc2N1 (stereo not drawn)
 : 0%	0%	0%	-9%	-9%	-2%	i	1%	5
- COCCN=C1N[C@@H](c2cccc(C(F)(F)F)c2)C(C(=O)OC)=C(C)N1Cc1ccccc1
 : -25%	0%	0%	-5%	2%	-15%	i	9%	·
- CC1CCN(C(=O)CSc2nnc(CNC(=O)c3ccc(F)cc3)o2)CC1
 : -3%	32%	0%	-19%	30%	-23%	4%	25%	-1
- CCSc1ccc(C(=O)NCC(=O)O)cc1
 : 1%	5%	0%	9%	38%[activator]	-1%	1%	-2%	12
- COCCNC(=O)CSc1n[nH]c(=O)n1CCc1ccccc1
 : -1%	21%	0%	-3%	-9%	35%[activator]	1%	3%	2
- CCCC(c1nnnn1C(C)(C)CC)N(Cc1ccco1)Cc1cc2ccc(OC)cc2[nH]c1=O (stereo not drawn)
 : -10%	-2%	-9%	?	9%	5%	i	-1%	-10
- COc1ccc(C(=O)Nc2nnc(C(F)(F)F)s2)cc1
 : 2%	38%	-1%	-12%	?	-9%	-10%	2%	-7
- Cc1cc(C(=O)NCc2cccs2)cs1
 : 1%	17%	1%	-16%	-3%	-10%	-3%	3%	-9
- Cc1ccc(NC(=O)c2nnn(-c3cc(C)cc(C)c3)c2N)cc1
 : -19%	1%	-12%	-2%	7%	-2%	2%	-8%	2
- CN(C(=O)Nc1ccccc1)C1CCS(=O)(=O)C1 (stereo not drawn)
 : -8%	-8%	1%	-18%	18%	4%	2%	5%	-2
- O=C1COc2ccc(C(=O)COC(=O)CCOc3ccccc3)cc2N1
 : -14%	·	·	-14%	9%	·	3%	17%	0
- O=[N+]([O-])c1cc(Cl)cc(/C=N/NC(=S)Nc2cc(S(=O)(=O)N3CCOCC3)ccc2Cl)c1O
 : ?	-20%	?	50µM*	?	-4%	-25%	?	19
- CN(C)/C=C(/C#N)C(=O)c1cccc(Oc2ccc(C(C)(C)C)cc2)c1
 : -8%	16%	-7%	-13%	-13%	?	-9%	-2%	-13

6 entries from above, in markdown.
| structure | Pol kappa inh | POLB inh | BLM inh | POLH inh | POLI inh | Apoferritin bind | Tb PGK inh | APEX1 inh | RXFP1 antagonist |
| --- | --- | --- | --- | --- | --- | --- | --- | --- | --- |
| Cc1cc(C(=O)NCc2cccs2)cs1 | 1% | 17% | 1% | -16% | -3% | -10% | -3% | 3% | -9 |
| Cc1ccc(NC(=O)c2nnn(-c3cc(C)cc(C)c3)c2N)cc1 | -19% | 1% | -12% | -2% | 7% | -2% | 2% | -8% | 2 |
| CN(C(=O)Nc1ccccc1)C1CCS(=O)(=O)C1 (stereo not drawn) | -8% | -8% | 1% | -18% | 18% | 4% | 2% | 5% | -2 |
| O=C1COc2ccc(C(=O)COC(=O)CCOc3ccccc3)cc2N1 | -14% | · | · | -14% | 9% | · | 3% | 17% | 0 |
| O=[N+]([O-])c1cc(Cl)cc(/C=N/NC(=S)Nc2cc(S(=O)(=O)N3CCOCC3)ccc2Cl)c1O | ? | -20% | ? | 50µM* | ? | -4% | -25% | ? | 19 |
| CN(C)/C=C(/C#N)C(=O)c1cccc(Oc2ccc(C(C)(C)C)cc2)c1 | -8% | 16% | -7% | -13% | -13% | ? | -9% | -2% | -13 |

Following part:
Value order: Pol kappa inh	POLB inh	BLM inh	POLH inh	POLI inh	Apoferritin bind	Tb PGK inh	APEX1 inh	RXFP1 antagonist
- O/N=C/c1ccnc(SCc2ccccc2)n1
 : -3%	2%	-3%	-14%	161%[activator]	-16%	i	-3%	-20
- CSc1ccccc1NC(=O)CCS(=O)(=O)c1nc(-c2cccs2)cc(C(F)(F)F)n1
 : -5%	-1%	-5%	-21%	?	-20%	-5%	·	1
- COc1ccc(/C=c2\s/c(=C\C(=O)C(C)(C)C)[nH]c2=O)cc1O
 : -8%	11%	-4%	-21%	-9%	-1%	-5%	-7%	-3
- CCCC(=O)N1CCC(O)(c2cccc(F)c2)CC1
 : -15%	0%	-2%	-18%	103%[activator]	-2%	-3%	2%	-7
- COc1ccc(NC(=O)c2cccc(S(=O)(=O)N3CCc4ccccc43)c2)cn1
 : -10%	3%	-10%	-26%	85%[activator]	-21%	-6%	7%	-15
- Cc1oc(-c2cccc(Cl)c2)nc1CN1CCCC(C(=O)NCc2ccc(F)cc2)C1 (stereo not drawn)
 : -15%	25%	-9%	-2%	-13%	-5%	-4%	·	·
- COc1cc(OC)c2c(c1Cl)OC1(C2=O)C(O)=CC(=O)CC1C (stereo not drawn)
 : -9%[60.1 µM]	·	-9%	·	·	2%	·	14%	·
- COC(=O)c1ccc(N2CCN(C(=O)C3CC3)CC2)c([N+](=O)[O-])c1
 : 0%	77%	3%	-19%	35%[activator]	-9%	-5%	-11%	-4
- O=C(Nc1cccn2ncnc12)c1ccc(Cl)cc1
 : -7%	16%	-3%	-6%	0%	-12%	-1%	2%	-3
- CCOC(=O)c1cc2c(=O)n3ccccc3nc2n(CCCOC)c1=NC(=O)c1c(-c2ccccc2Cl)noc1C
 : -10%	2%	-6%	-3%	-4%	-2%	-5%	·	·
- CCOc1ccccc1NC(=O)CSc1nc(=O)[nH]c2c1CCCC2
 : -7%[60.1 µM]	1%	4%	-4%	17%	6%	1%	·	0
- N#Cc1cnc(SCC(=O)c2ccccc2)nc1N
 : 0%	9%	0%	-11%	12%	-16%	-1%	0%	3
- Cc1ccc(-n2ncc3c(N4CCC(C)CC4)ncnc32)cc1C
 : -7%[60.1 µM]	19%	-4%	-16%	23%	-12%	3%	·	-8
- CC[C@H](C)[C@H](NC(=O)[C@H](CCC(=O)O)NC(=O)[C@H](CC(N)=O)NC(=O)[C@@H](N)[C@@H](C)O)C(=O)N[C@H](C(=O)N[C@@H](CCC(=O)O)C(=O)N[C@@H](CCC(=O)O)C(=O)N[C@@H](CCC(N)=O)C(=O)N[C@@H](Cc1ccc(O)cc1)C(=O)N[C@H](C(=O)N1CCC[C@H]1C(=O)N[C@@H](CCC(N)=O)C(=O)N[C@@H](CO)C(=O)N[C@@H](CC(C)C)C(=O)N[C@@H](C)C(=O)N[C@H](C(=O)N[C@@H](CC(C)C)C(=O)N[C@@H](CCC(=O)O)C(=O)N[C@@H](CO)C(=O)N[C@H](C(=O)N[C@@H](Cc1ccccc1)C(=O)N[C@@H](CCC(N)=O)C(=O)N[C@@H](CCC(=O)O)C(=O)N[C@@H](CC(C)C)C(=O)NCC(=O)N[C@@H](CCCCN)C(=O)N[C@@H](CC(C)C)C(=O)N[C@H](C(=O)NCC(=O)N1CCC[C@H]1C(=O)N[C@@H](CC(N)=O)C(=O)N[C@@H](CO)C(=O)N[C@@H](CCC(N)=O)C(=O)O)[C@@H](C)O)C(C)C)[C@@H](C)O)[C@@H](C)O)C(C)C
 : 20%[60.1 µM]	·	3%	·	·	-4%	·	-2%	·
- COc1ccc(CNc2ncc(-c3ccc(Br)cc3)n2C)cc1OC
 : 2%	16%	5%	-22%	43%[activator]	?	i	4%	5
- O=C(NCc1ccccc1)c1cccc(COc2ccc(Cl)cc2)c1
 : -13%	?	-6%	-8%	-5%	?	-5%	-1%	-7
- N#C/C(=C\c1cc([N+](=O)[O-])ccc1Cl)C(N)=O
 : -18%	27%	-1%	-3%	51%[activator]	-5%	i	1%	-1
